# Screening results as filed in PubChem.
# PNC inhibitor – High Content Assay for Compounds that inhibit the Assembly of the Perinucleolar Compartment | PC3M PTB-GFP, PNC prevalence imaging, 16 h; hits give low values | activity change (PNC), negative = inhibition, % at 10 µM | 140,000 tested, 3.1% active;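 active = readout at or below -70, meaning at least 70% loss of cells showing the perinucleolar compartment, a nuclear body marking cancer cells; inconclusive = readout between -30 and a set limit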;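 note: plate controls were DMSO wells for no effect and camptothecin positive control wells for full effect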
#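 PC3M cells stably expressing PTB-GFP, 750–1000 cells/well, treated 16 h at 37 °C with compound (23 nl of library stock), in duplicate. After paraformaldehyde fixation and Hoechst stain, imaged at 20x; PNC prevalence scored by image analysis.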
# ALOX12 inhib – qHTS Assay for Inhibitors of 12-hLO (12-human lipoxygenase); 150,000 tested, 0.12% active; purified 12-hLO, xylenol orange hydroperoxide absorbance; Potency, µM (doses to about 57.1 µM), for the others: top-dose activity change, negative = inhibition, actives largely listed as inhibitors; AID 1452, 2008; note: potency is the fitted concentration of half-maximal effect; nearly all actives have a fitted effect of over 55% in size; many of its hits are not listed in these tables
# Target sequence (P18054 whole entry, looked up): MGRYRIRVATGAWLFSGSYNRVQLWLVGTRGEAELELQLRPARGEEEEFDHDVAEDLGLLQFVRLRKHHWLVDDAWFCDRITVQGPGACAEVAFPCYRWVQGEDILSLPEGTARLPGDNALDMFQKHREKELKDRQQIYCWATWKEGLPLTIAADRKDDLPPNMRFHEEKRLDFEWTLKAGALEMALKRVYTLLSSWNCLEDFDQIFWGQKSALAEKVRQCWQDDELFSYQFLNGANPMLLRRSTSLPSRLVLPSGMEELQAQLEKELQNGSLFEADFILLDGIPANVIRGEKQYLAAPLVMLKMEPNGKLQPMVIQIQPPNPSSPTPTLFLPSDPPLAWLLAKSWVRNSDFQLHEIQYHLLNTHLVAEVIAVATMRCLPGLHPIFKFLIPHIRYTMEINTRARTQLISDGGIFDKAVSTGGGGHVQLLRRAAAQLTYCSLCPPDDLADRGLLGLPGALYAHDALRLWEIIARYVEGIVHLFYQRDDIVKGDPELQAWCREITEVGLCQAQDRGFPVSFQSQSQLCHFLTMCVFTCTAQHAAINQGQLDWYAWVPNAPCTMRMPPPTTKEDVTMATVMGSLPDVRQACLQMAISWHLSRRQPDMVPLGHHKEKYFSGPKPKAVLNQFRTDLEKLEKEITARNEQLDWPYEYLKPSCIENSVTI
#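 150 nM 12hLO, 25 mM Hepes pH 7.0 + 0.01% Triton X-100; cpd preinc 15 min RT; 40 uM arachidonic acid, 30 min RT; Fe-XO 30 min; A573/A405 ratio as read-out.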
# 15-hLO-2 inh – qHTS Assay for Inhibitors of 15-hLO-2 (15-human lipoxygenase 2); purified 15hLO-2, xylenol orange hydroperoxide absorbance; 110,000 tested, 0.56% active; Potency, µM (series often up to 57.1 µM), for inactives: top-dose activity change, negative = inhibition, actives largely listed as inhibitors; note: potency is the fitted concentration of half-maximal effect; nearly all actives have a fitted effect of over 60% in size; many of its hits are not listed in these tables
#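 Enzyme 50 nM, AA 45 uM, 25 mM Hepes pH 7.5 + 0.01% Triton X-100; cpd preinc 15 min RT, rxn 90 min RT; stop/detect with 200 uM XO + 300 uM Fe(II) in 50 mM H2SO4, 30 min; A573/A405.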
# IMPase inh – qHTS Assay for Identifying the Cell-Membrane Permeable IMPase Inhibitors; Inositol monophosphatase 1 (Rattus norvegicus), P97697; CHO-M1 cells, IP1 accumulation, HTRF TR-FRET ratio; inhibition (IP1 accumulation), % at 46.1 µM; 120,000 tested, under 10 active; active = well fitted curve in the direction sought with a large enough effect in the signal ratio, not every such curve was filed as active; inconclusive = small, poorly fitted or top-dose-only effect, or a change in a side signal; inactive = no such curve, though single readings can be large or run the other way; the % refers to the signal ratio;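 note: cells stimulated with carbachol in lithium chloride buffer; plate controls were DMSO basal wells for no effect and reference inhibitor wells for full effect; higher means more IMPase inhibition seen as more IP1 and lower FRET ratio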
# Target sequence (P97697 whole entry, looked up): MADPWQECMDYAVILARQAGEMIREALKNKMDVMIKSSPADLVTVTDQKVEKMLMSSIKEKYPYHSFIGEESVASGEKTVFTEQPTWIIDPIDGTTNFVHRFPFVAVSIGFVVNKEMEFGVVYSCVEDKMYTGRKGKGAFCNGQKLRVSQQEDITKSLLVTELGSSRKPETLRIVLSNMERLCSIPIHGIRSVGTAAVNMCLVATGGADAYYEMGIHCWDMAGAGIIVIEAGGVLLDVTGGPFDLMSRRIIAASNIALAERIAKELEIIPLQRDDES
#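 Elevated IP1 in lysates lowers TR-FRET signal (665/620 ratio and 620 channel reported). Cells were CHO-M1, given carbachol (50 uM as added) plus 50mM LiCl, pH 7.4, 30 min, 37C; compounds titrated up to 46 uM; AC50 by Hill equation.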
# Active calls of the source: *; ? = inconclusive; / = no result given; [ ] = dose if it differs, or a comment. Unless noted, calls come from the whole dose curve; as a rule, active = well fitted curve in the direction sought with a large enough effect; inconclusive = small, poorly fitted or top-dose-only effect, or another doubt; inactive = no such curve, though single readings can be large; an effect the other way counts as inactive or inconclusive. Unless noted, % is set by controls: 0 for no effect and ±100 for the full control effect.
1: c1ccc2c(SCc3cn4cccnc4n3)ncnc2c1
2: O=C(Oc1cccc2ccccc12)c1ccncc1
3: COc1cccc(C(=O)N(Cc2cc3cc(C)ccc3[nH]c2=O)C(C)C)c1
4: CC(=O)c1cccc(NC(=O)CCNS(=O)(=O)c2cccc(C(C)=O)c2)c1
5: CC(=O)c1cccc(N(CC(=O)Nc2ccc(F)cc2F)S(C)(=O)=O)c1
6: O=C(CSc1nnc(Cc2ccccc2)o1)NCCN1C(=O)CSC1=O
7: COc1ccnc(NCc2cccc(C(F)(F)F)c2)c1C#N
8: COc1cc(OC)cc(C(=O)NCCCN2CCOCC2)c1
entry no. | 1 | 2 | 3 | 4 | 5 | 6 | 7 | 8
PNC inhibitor | 27 | 14 | 52 | 7 | 13 | 27 | 0 | 69
ALOX12 inhib | -1% | 11% | -4% | 0% | -4% | -2% | -2% | -2%
15-hLO-2 inh | 4% | / | -2% | -2% | 0% | 14% | -4% | /
IMPase inh | -5 | 5 | 4 | 6 | 17 | 2 | 0 | -8

9: Cn1nc(CC(=O)Nc2cccc3ncccc23)c2ccccc2c1=O
10: Cc1cccc(Nc2nnc(SCC(=O)NCc3cccs3)s2)c1C
11: CC(OC(=O)CCN1C(=O)c2cccc([N+](=O)[O-])c2C1=O)C(=O)Nc1cc(Cl)cc(Cl)c1 (stereo not given)
12: CCCN1C(=O)c2cc(C(=O)NCCc3cccc(C)c3)ccc2C1O (stereo not given)
13: Cc1cc(NC(=O)c2ccoc2C)no1
14: O=C(CN1CCN(Cc2ccccc2)C1=O)NCc1ccc(Cl)cc1
15: O=C(CCn1c(=O)c2sccc2n(CC(=O)OCc2ccccc2)c1=O)NCc1ccccc1
16: Cc1ccc(C(=O)CC2C(=O)N(c3ccccc3)C(=S)N2c2ccccc2)cc1 (stereo not given)
entry no. | 9 | 10 | 11 | 12 | 13 | 14 | 15 | 16
PNC inhibitor | 48 | -10 | -1 | -5 | -14 | 35 | -9 | 17
ALOX12 inhib | -2% | -3% | -1% | 6% | 10% | -1% | -2% | -2%
15-hLO-2 inh | -4% | / | / | 4% | / | 0% | -4% | /
IMPase inh | 8 | / | / | -4 | 7 | -2 | 4 | 4

17: CSCCC1NC2(C(=O)Nc3c(C)cc(Cl)cc32)[C@@H]2C(=O)N(C3CCCC3)C(=O)[C@H]12 (stereo not given in full)
18: O=C(CN1C(=O)CC(c2ccco2)Sc2ccccc21)NCc1ccc2c(c1)OCO2 (stereo not given)
19: COc1cc(Br)c(CCNC(=O)Cc2ccccc2)cc1OC
20: C=CCn1c(COc2cccc3ccc(C)nc23)nnc1SCC(=O)O
21: Cc1c(Cl)cccc1NC(=S)N1CCC(C(N)=O)(N2CCCCC2)CC1
22: Nc1cc(-c2ccc(Br)cc2)[nH]n1
23: CCCNC(=O)c1ccc(N(Cc2ccccc2)S(C)(=O)=O)cc1
24: CCOc1ccc(-n2nc3c(=O)n(CCN4CCCCC4)nc(C)c3c2C)cc1
entry no. | 17 | 18 | 19 | 20 | 21 | 22 | 23 | 24
PNC inhibitor | 20 | 7 | ? | -23 | 81 | 27 | -112* | 37
ALOX12 inhib | -13% | -12% | -1% | -3% | 0% | -5% | 2% | 0%
15-hLO-2 inh | -16% | -5% | / | -4% | / | / | -4% | /
IMPase inh | -2 | 0 | / | -5 | / | / | -2 | /

25: CCOC(=O)c1ccc(N2C(=O)c3n[nH]c(C)c3C2c2ccco2)cc1 (stereo not given)
26: Cc1cccc(NC(=S)N(c2ccccc2)C(C)C)c1C
27: Cc1cccc(CSc2nncc(=O)[nH]2)c1
28: CCOC(=O)c1ccc(N=c2sc(C(=O)OC)cc(=O)n2C2CC2)cc1
29: CCOc1cc(CNCc2ccncc2)cc(Br)c1OCc1ccc(F)cc1
30: CCOC(=O)Cn1c(CN2CCc3ccccc3C2)nc2c1c(=O)n(C)c(=O)n2C
31: CCOc1ccccc1NC(=O)NC1CC2CCCC(C1)N2Cc1nnnn1CCc1ccccc1 (stereo not given)
32: Cc1nn(-c2ccccc2)c(C)c1C(=O)NCc1ccc(F)cc1
entry no. | 25 | 26 | 27 | 28 | 29 | 30 | 31 | 32
PNC inhibitor | 7 | ? | -20 | 17 | 31 | -24 | 28 | 9
ALOX12 inhib | 3% | -1% | 10% | 2% | -1% | -5% | -3% | -3%
15-hLO-2 inh | -2% | / | -3% | -5% | 30% | -11% | 12% | /
IMPase inh | -16 | -2 | -5 | ? | 14 | 7 | 3 | /

33: O=C(O)CCC(=O)Nc1sc2c(c1C(=O)Nc1cccc3ccccc13)CCCCC2
34: O=C(c1ccco1)N1CCN(C(=O)N2CCOCC2)CC1
35: O=C(O)CSC1CC(=O)N(c2cccc(Cl)c2)C1=O (stereo not given)
36: CN(C)S(=O)(=O)c1ccc(C(=O)NCc2ccccc2)cc1
37: CCOc1cc(S(=O)(=O)N2CCC(C(N)=O)CC2)ccc1F
38: O=C(c1cc(-c2ccncc2)nc2ccc(Cl)cc12)N1CCN(C(=O)C2CCCO2)CC1 (stereo not given)
39: c1ccc(-c2ccc(-c3nc(-c4cccnc4)no3)cc2)cc1
40: C=CCNc1ccc(F)c(F)c1N1CCCCCC1=O
entry no. | 33 | 34 | 35 | 36 | 37 | 38 | 39 | 40
PNC inhibitor | 54 | -7 | ? | 11 | ? | -19 | 21 | -16
ALOX12 inhib | -2% | 2% | 0% | 5% | -5% | 0% | 7% | 3%
15-hLO-2 inh | / | 14% | -15% | 3% | -6% | 4% | 20% | 0%
IMPase inh | / | -1 | 0 | 9 | 4 | -2 | 0 | 3

41: CC(C)(C)NC(=O)C(c1ccncc1)N(Cc1cccs1)C(=O)Cn1nnc(-c2ccc(F)cc2)n1 (stereo not given)
42: CSCC[C@H](NC(=O)NCCc1ccc(F)cc1)C(=O)O
43: CCCCNC(=O)C1C2C=CC(C2)C1C(=O)O (stereo not given)
44: Cc1ccc(N2CC(C(=O)Nc3nccs3)CC2=O)cc1Cl (stereo not given)
45: O=C(NC1CCSC1=O)c1ccc(Cl)cc1 (stereo not given)
46: Cc1ccc(CN2CCCNC2=O)cc1
47: O=C1CCCC2(O)C1C(c1cccc(Br)c1)NC(=O)N2Cc1ccccc1 (stereo not given)
48: COc1ccc(-n2c(=O)c3ccccc3n(CC(=O)NC3CCCCC3)c2=O)c(OC)c1
entry no. | 41 | 42 | 43 | 44 | 45 | 46 | 47 | 48
PNC inhibitor | 0 | -19 | 2 | 26 | ? | -8 | 39 | -28
ALOX12 inhib | 1% | 4% | 0% | -2% | 10% | 3% | 0% | -5%
15-hLO-2 inh | / | -3% | / | -2% | 0% | 0% | / | 2%
IMPase inh | -4 | 0 | / | 0 | -6 | 4 | 2 | 0

49: COc1ccccc1CNC(=O)CN1CCC(NC(=O)c2ccccc2F)CC1
50: O=C(NCCc1ccccc1)C(=O)NC1CCCCC1
51: COC(=O)C(O)(NC(=O)OCc1ccccc1)C(F)(F)F (stereo not given)
52: O=C(N1CCCCCC1)N1CCN(S(=O)(=O)c2ccccc2)CC1
53: Cc1cc(C)cc(CC2CC(=O)N(c3ccc(Cl)cn3)C2=O)c1 (stereo not given)
54: COc1ccccc1NS(=O)(=O)c1cc(NC(=O)c2cccs2)ccc1N1CCCCC1
55: Cc1cc(Br)c2c(c1)C(O)(N1CCCCC1C)C(=O)N2 (stereo not given)
56: CCOC(=O)C1CCCN(CC(=O)NC2=Nc3ccccc3N=C(C)C2c2ccccc2)C1 (stereo not given)
entry no. | 49 | 50 | 51 | 52 | 53 | 54 | 55 | 56
PNC inhibitor | 8 | -1 | ? | 20 | -9 | -8 | 7 | -28
ALOX12 inhib | 0% | -4% | 4% | -2% | -9% | 4% | 0% | -1%
15-hLO-2 inh | 4% | -1% | 6% | 1% | 0% | / | / | 7%[2.29 µM]
IMPase inh | -2 | 11 | -3 | 14 | 6 | / | / | 14

57: NC(=O)C1(N2CCCCC2)CCN(C(=O)Nc2ccccc2C(F)(F)F)CC1
58: CCC(=O)N1CCc2cc(S(=O)(=O)CCC(=O)NCCc3ccccc3)ccc21
59: Cc1cc2cc(C#N)c(N3CCN(S(C)(=O)=O)CC3)nc2cc1C
60: CCn1c(SCC(=O)N2CCN(c3ccccc3)CC2)nnc1-c1ccoc1C
61: N[C@H]1CCN(O)C1=O
62: O=C(COC(=O)c1ccc2c(c1)OCCO2)NCCC1=CCCCC1
63: COc1ccc(-c2nnc(SCc3cc(C)cc(C)c3)o2)cc1
64: O=C(CN1CCN(c2ccc(Cl)cc2)CC1)Nc1cccc(F)c1
entry no. | 57 | 58 | 59 | 60 | 61 | 62 | 63 | 64
PNC inhibitor | 239 | 0 | -8 | -1 | / | -11 | ? | -1
ALOX12 inhib | 5% | 2% | 3% | -5% | -2% | -4% | -7% | -6%
15-hLO-2 inh | / | 8% | / | -5% | 29% | 1% | 0% | 0%
IMPase inh | -2 | 1 | / | 1 | -7 | 3 | 4 | 5

65: CCOC(=O)C1=C(C)NC(SC)=NC1c1ccccc1 (stereo not given)
66: COc1ccc(S(=O)(=O)NNC(=O)C2Cc3c(ccc4ccccc34)O2)cc1 (stereo not given)
67: C=C(C)Cn1c(=O)c(NC(=O)c2ccccc2)c2n(c1=S)CCC2
68: CC1=CCC(C(=O)O)C(C(=O)O)C1 (stereo not given)
69: O=C(CN1C(=O)CSC1=O)NCc1ccccc1
70: COc1cccc(NC(=O)C2CC2(c2cccc(OC)c2)c2cccc(OC)c2)c1 (stereo not given)
71: CCOC(=O)c1cnn(-c2ncnc3sc(C)c(C)c23)c1N
72: CCOC(=O)c1cnc(-n2cc(C)cn2)nc1NCc1ccc2c(c1)OCO2
entry no. | 65 | 66 | 67 | 68 | 69 | 70 | 71 | 72
PNC inhibitor | -14 | 1 | 24 | ? | -4 | 1 | -7 | 4
ALOX12 inhib | -12% | -9% | 1% | -4% | -8% | 4% | -1% | 7%
15-hLO-2 inh | / | -7% | -4% | 6% | -3% | / | 1% | 64%[activator]
IMPase inh | 10 | 0 | 2 | -3 | 4 | / | -5 | 3

# Some of the entries so far, with bars between the fields.
item | SMILES | PNC inhibitor | ALOX12 inhib | 15-hLO-2 inh | IMPase inh
1 | c1ccc2c(SCc3cn4cccnc4n3)ncnc2c1 | 27 | -1% | 4% | -5
2 | O=C(Oc1cccc2ccccc12)c1ccncc1 | 14 | 11% | / | 5
3 | COc1cccc(C(=O)N(Cc2cc3cc(C)ccc3[nH]c2=O)C(C)C)c1 | 52 | -4% | -2% | 4
4 | CC(=O)c1cccc(NC(=O)CCNS(=O)(=O)c2cccc(C(C)=O)c2)c1 | 7 | 0% | -2% | 6
5 | CC(=O)c1cccc(N(CC(=O)Nc2ccc(F)cc2F)S(C)(=O)=O)c1 | 13 | -4% | 0% | 17
6 | O=C(CSc1nnc(Cc2ccccc2)o1)NCCN1C(=O)CSC1=O | 27 | -2% | 14% | 2
7 | COc1ccnc(NCc2cccc(C(F)(F)F)c2)c1C#N | 0 | -2% | -4% | 0
8 | COc1cc(OC)cc(C(=O)NCCCN2CCOCC2)c1 | 69 | -2% | / | -8
9 | Cn1nc(CC(=O)Nc2cccc3ncccc23)c2ccccc2c1=O | 48 | -2% | -4% | 8
10 | Cc1cccc(Nc2nnc(SCC(=O)NCc3cccs3)s2)c1C | -10 | -3% | / | /

# Additional results:
73: O=C(Nc1ccc(Cc2ccncc2)cc1)c1ccco1
74: Cc1c(O)c(S(=O)(=O)c2ccccc2)c(=O)n(-c2ccccc2)c1-c1ccccc1
75: O=C(C1CCN(S(=O)(=O)c2cnc[nH]2)CC1)N1CCn2c1nc1ccccc12
76: COc1ccc(CN2C(=O)c3ccccc3C2=O)cc1C(=O)OC(C)C(=O)NC(N)=O (stereo not given)
entry no. | 73 | 74 | 75 | 76
PNC inhibitor | 0 | 51 | 50 | ?
ALOX12 inhib | -3% | -4% | -1% | 1%
15-hLO-2 inh | 5% | / | 1% | /
IMPase inh | 0 | / | 8 | /

# The list is partial (hit frequency here may not be typical).
